MC4R antag cAMP – human MC4R antagonism in cAMP assay; actives 0.48% (n = 360,000); MC4R-expressing cells, MTII-stimulated cAMP, LANCE TR-FRET; P32245; inhibition, % at 6.5 µM;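 active = inhibition above its plate's cutoff, the mean of tested wells on that plate plus 3 SD, cut at about 29% in these data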;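 note: 0% = Melanotan II alone and 100% = Melanotan II plus saturating MCL0020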
Target sequence (P32245 whole entry, looked up): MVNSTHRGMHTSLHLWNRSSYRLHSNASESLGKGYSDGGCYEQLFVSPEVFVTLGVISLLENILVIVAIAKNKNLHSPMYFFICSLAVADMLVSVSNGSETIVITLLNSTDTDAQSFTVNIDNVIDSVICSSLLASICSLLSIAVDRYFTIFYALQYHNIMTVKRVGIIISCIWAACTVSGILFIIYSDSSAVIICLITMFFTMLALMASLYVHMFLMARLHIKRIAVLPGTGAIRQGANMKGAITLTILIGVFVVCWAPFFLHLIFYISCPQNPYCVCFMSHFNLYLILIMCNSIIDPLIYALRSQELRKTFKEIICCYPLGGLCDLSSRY
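System – human MC4R-expressing U2OS cells · Also added – Melanotan II · Dosing – one concentration, 6.5 µM nominal · Timing – 30-min compound, 1-h challenge, 1-h detection, room temperature · Measured by – Eu-cAMP/anti-cAMP TR-FRET, emission 671 nm · Replicates – singlicate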
ABCB6 inh MLPCN – blocks the human ABCB6 transporter | Q9NP58 | K562-ABCB6 porphyrin accumulation, flow cytometry, 1 h; active compounds read low | fluorescence ratio to DMSO, % at 10 µM | actives 0.19% (n = 360,000) | AID 602162;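 active = fluorescence ratio to DMSO below 75%, the collection mean minus 3 SD; inconclusive = too few cells collected in the well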;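 note: signal is porphyrin accumulated inside mitochondria; 100% equals median channel fluorescence of DMSO control wells; lower ratio means ABCB6 inhibition with less porphyrin fluorescence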
MC4R ag barr – activates human MC4R beta-arrestin recruitment | P32245 | activation, % at 8.9 µM | actives 0.98% (n = 360,000) | U2OS MC4R beta-arrestin complementation, luminescence; percent of melanotan II response, DMSO zero;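 active = activation above a per-plate cutoff, the mean activation of sample wells on that plate plus 3 SD, cut at about 8% in these data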
H9c2 protect – protects H9c2 cardiomyocytes from peroxide injury | H2O2 injury protection, ATPLite, 2 h | protection from H2O2 cell death, % at 20 µM | actives 0.63% (n = 360,000) | AID 588492;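 active = compounds giving at least 50% protection of heart cells from peroxide-induced death in the single-dose screen, raw or plate-pattern-corrected value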;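 note: 0% = DMSO wells with peroxide and 100% = DMSO wells without peroxide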
CaV13 FRET inh – Disruptors of the CACNA1D IQ motif to Ca2+-dependent inactivation inhibitor domain association, primary screening, Förster resonance energy transfer in intact living …; HEK cells, CFP/YFP FRET ICDI-IQ, plate reader, 10 min; percent FRET-ratio fall versus neutral wells; inhibition, % at 12.3 µM; actives 0.098% (n = 340,000);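 active = mean replicate inhibition of at least 30% and at least 1% of replicates passing that level; inconclusive = only one of the two criteria is met; inactive = neither criterion is met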;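 note: 0% = median of the neutral control wells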
PDI inh – blocks human protein disulfide isomerase activity. P07237. PDI insulin aggregation turbidity, A650, 90 min. inhibition, % at 10 µM. actives 0.052% (n = 350,000);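 active = mean inhibition across replicates of 30% or more, whatever share of single replicates reach that level; inconclusive = mean inhibition below 30% while every single replicate reaches 30%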;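 note: absorbance from insulin aggregation driven by PDI reduction with DTT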
Vif inh – blocks HIV Vif function. HEK293T cells, Vif self-association by quenched fluorescence, imaging, 24 h. inhibition, % at 7.49 µM. actives 0.35% (n = 340,000); in the data active = inhibition above about 50%, passing the limit was not always enough; inconclusive = no clear call, values can overlap the other calls; inactive = below about 31%; note: some results filed as inactive read as strong as hits
m5-HT2A agonist – mouse HTR2A agonism via beta-arrestin recruitment | CHO-K1 mHTR2A beta-arrestin complementation, luminescence; percent of 30 µM serotonin response | activation, % at 7.6 µM | actives 0.66% (n = 360,000);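 active = activation above a run cutoff, the mean activation of all tested compounds plus 3 SD, cut at about 14% in these data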;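 note: 0% = plate median of compound wells and 100% = 30 µM serotonin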
Target sequence (P35363 whole entry, looked up): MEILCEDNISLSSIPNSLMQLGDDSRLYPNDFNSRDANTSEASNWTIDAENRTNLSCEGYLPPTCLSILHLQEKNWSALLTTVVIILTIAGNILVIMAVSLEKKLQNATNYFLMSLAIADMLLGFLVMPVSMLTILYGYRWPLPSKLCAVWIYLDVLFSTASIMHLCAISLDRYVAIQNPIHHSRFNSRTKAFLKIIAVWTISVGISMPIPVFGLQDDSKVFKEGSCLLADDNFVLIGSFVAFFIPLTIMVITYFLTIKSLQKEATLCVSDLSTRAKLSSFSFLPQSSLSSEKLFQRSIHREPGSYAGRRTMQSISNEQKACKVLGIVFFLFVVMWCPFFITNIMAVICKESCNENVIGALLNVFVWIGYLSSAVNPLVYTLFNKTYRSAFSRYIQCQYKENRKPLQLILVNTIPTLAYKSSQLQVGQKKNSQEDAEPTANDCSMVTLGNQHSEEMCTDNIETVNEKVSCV
aDG glyco act – increases alpha dystroglycan glycosylation; Pro5-aDG cells, alpha-DG glycosylation AlphaScreen (IIH6); 0% Pro5, 100% B10-LARGE cell signal; activation, % at 10 µM; actives 0.22% (n = 360,000);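 active = activation of at least 8% versus controls, or a plate z-score of at least 8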;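 note: Pro5 are CHO cells carrying HIG-tagged alpha-DG that lacks glycosylation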
N-glyco inh – blocks N-linked glycosylation in D54 reporter cells; reporter increase, % at 12.5 µM; D54 ERlucT glycosylation luciferase reporter, 24 h; percent of 100 nM tunicamycin response; actives 0.23% (n = 360,000);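 active = mean luciferase reporter signal, scaled so untreated is 0 and the glycosylation-blocking control 100, at or above a set limit in every replicate; inconclusive = mean reaches the limit but not every replicate does; inactive = mean below the limit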;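 note: luciferase carries N-glycosylation sites so blocking glycosylation raises the light; 0% = median of neutral control wells and 100% = median of 100 nM tunicamycin wells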
* = called active by the depositor; ? = inconclusive; / = not tested or not shown.

Second line of a record: MC4R antag cAMP, ABCB6 inh MLPCN, MC4R ag barr, H9c2 protect, CaV13 FRET inh, PDI inh, Vif inh, m5-HT2A agonist, aDG glyco act, N-glyco inh
CCSc1ccc([C@@H]2[C@H]3C(=O)N(CC)C(=O)[C@H]3[C@]3(C(=O)OC)CCCCN23)cc1OC
  8, 100, -1.1, -4, /, -1, -7, 2, -0.6, 0
O/N=C(\Cc1cscn1)c1ccc(O)cc1O
  -7, 103, 0.3, 6, -9, -12, 7, 1, -0.3, -1
CC(C)(C)NCC1(CO)SC(N)=NC1=O (centres undefined)
  9, 89, -2.3, 1, /, 4, -8, 5, 0.1, 0
O=C1NC[C@H](CCCCN2CCN(CCC3CCCCC3)C(=O)C2=O)N(CCC2CCCCC2)C1=O
  /, 98, /, /, -6, /, /, -3, -0.3, /
COc1ccc(OC)c2[nH]c(=O)c(CCNC(=O)c3cccs3)cc12
  19, 99, -1.7, 28, 0, 10, 15, 10, -0.1, 0
CCCc1ccc(OCc2ccc(C(=O)O)o2)c(OC)c1
  -4, 105, -3.2, -12, /, 3, -7, 0, -0.1, -1
Cc1cccc(N2CCN(C(=O)c3nn(C)c4c3CS(=O)(=O)c3ccccc3-4)CC2)c1C
  -2, 103, -2.1, 10, -2, -2, -10, -1, 0.7, 3
CCOC(=O)c1c(C)[nH]c(C(=O)OCC(=O)Nc2ccc(OCC)cc2)c1C
  0, 99, -0.3, -6, -7, -16, 4, 3, 0.0, -2
CSc1cccc(NC(=O)CN(c2cc(C)ccc2C)S(C)(=O)=O)c1
  12, 105, 1.4, 5, /, 1, 28, -2, -0.3, -2
Cc1ccc(C(=O)C(C)N2C(=O)NC(C)(c3ccccc3)C2=O)cc1 (centres undefined)
  1, 94, 1.1, 1, -8, 7, -6, 0, 0.5, 0
C=C(C)C1CC=C(C)/C(=N/NC(=O)c2ccccc2[N+](=O)[O-])C1 (centres undefined)
  5, 92, -2.2, -1, -4, 2, 0, -1, 0.6, 0
COc1ccccc1Nc1nc(-c2ccc([N+](=O)[O-])cc2)nc2ccccc12
  7, 95, -0.4, 6, /, -12, /, 5, -0.2, 0
C#CCOC(=O)C1C2C=CC(C2)C1C(=O)O (centres undefined)
  -1, 94, 0.6, 2, -8, -2, 3, 5, 0.0, 1
COc1ccc(CNC(=O)CSc2ccc(Br)cc2)cc1OC
  5, 93, -1.6, -13, -9, 3, 5, 3, 0.2, 0
CCOC(=O)c1cc(C#N)c(Oc2cccc(C(F)(F)F)c2)nc1-c1ccccc1
  9, 87, -0.6, -17, -1, -4, -13, -3, 0.6, -6
CCOc1ccccc1NC(=O)CN(c1ccc(C)cc1)S(=O)(=O)c1c(C)noc1C
  3, 86, -2.4, 18, -4, 3, -5, -1, 0.3, -3
O=C(c1cc(-c2ccccn2)nc2ccc(Br)cc12)N1CCN(S(=O)(=O)c2ccccc2)CC1
  -1, 100, -1.9, 46, -1, 6, -2, -1, -0.2, 1
COc1ccc2c(C(=O)CN3CCN(CCO)CC3)c[nH]c2c1
  18, 100, -0.2, 3, /, -6, -10, 2, 0.3, 3
O=S1(=O)c2ccccc2Nc2ccccc21
  3, 95, -0.7, 3, -2, 19, -25, 2, 0.1, 0
Cc1ccc(S(=O)(=O)NCC2CCC(C(=O)NCc3ccc4c(c3)OCO4)CC2)cc1 (centres undefined)
  3, 95, 0.5, -2, -9, 0, /, -5, -0.2, -4
O=c1c2ccccc2nc2oc3ccccc3n12
  0, 92, -1.2, -7, -3, 8, -5, 0, 0.0, -3
COc1ccc(C2C=C(c3ccc(Br)cc3)Nc3nc(N4C(=O)CCC4=O)nn32)cc1 (centres undefined)
  -7, 100, 4.9, 1, -21, -22, 15, 1, -0.1, 2
COc1ccccc1CC(=O)NC1CCCc2ccccc21 (centres undefined)
  7, 111, 1.2, 8, 0, 1, 9, 8, -0.1, -2
O=c1c2nncn2c2cccnc2n1CCNc1ncc(C(F)(F)F)cc1Cl
  -1, 100, -0.1, 0, -5, 14, -8, 0, -0.2, 2
Cc1ccc(OP(=O)(Nc2c(C)n(C)n(-c3ccccc3)c2=O)Oc2ccc(C)cc2)cc1
  18, 86, -1.0, 2, -17, 0, 9, -3, 0.1, 2
CCC(CC)C1C(C#N)=C(N)Oc2n[nH]c(C)c21 (centres undefined)
  2, 95, 1.5, 7, -8, -1, 4, 4, 0.1, 5
Cc1ccc(-c2nc3ccccc3[nH]c2=O)cc1
  -5, 95, 0.4, -2, 0, 10, 4, 1, 0.2, -2
CN(C(=O)c1cccnc1)c1nnc(-c2cccnc2)s1
  6, 89, -1.5, -6, -4, -9, 2, 0, -0.1, 0
O=C(NCc1ccco1)C1(c2ccccc2)CCCC1
  3, 97, -0.4, -2, -9, -2, /, 1, 0.0, 0
CCOc1ccccc1N1CN(Cc2ccccc2)CNC1=S
  10, 96, -0.4, -3, -4, 2, 5, -5, -0.1, 1

Already shown: an excerpt of the list.
Second line of a record: MC4R antag cAMP, ABCB6 inh MLPCN, MC4R ag barr, H9c2 protect, CaV13 FRET inh, PDI inh, Vif inh, m5-HT2A agonist, aDG glyco act, N-glyco inh
O=c1c2ccccc2nc2oc3ccccc3n12
  0, 92, -1.2, -7, -3, 8, -5, 0, 0.0, -3
COc1ccc(C2C=C(c3ccc(Br)cc3)Nc3nc(N4C(=O)CCC4=O)nn32)cc1 (centres undefined)
  -7, 100, 4.9, 1, -21, -22, 15, 1, -0.1, 2

(cont.)
Second line of a record: MC4R antag cAMP, ABCB6 inh MLPCN, MC4R ag barr, H9c2 protect, CaV13 FRET inh, PDI inh, Vif inh, m5-HT2A agonist, aDG glyco act, N-glyco inh
CC(=O)O[C@@H]1[C@H](Oc2c(O)c(C)c3c4c2[C@H](C)CC[C@H]4[C@H](C)C[C@@H]3C=C(C)C)O[C@@H](C)[C@@H](O)[C@H]1O
  6, 102, 2.5, -11, /, /, -6, 4, -0.1, 0
COc1ccc(C(OC(=O)c2ccco2)C(=O)NC2CCCC2)cc1 (centres undefined)
  7, 100, 1.1, -1, -7, -5, 29, 0, 0.1, 0
Cc1ccc(S(=O)(=O)N2CCOCC(=O)NCCOCCNC(=O)COCC2)cc1
  5, 99, 0.4, -4, /, 3, /, -2, -0.1, 1
COc1ccc(C2OC34CCCCC3C(C#N)(C#N)C2(C#N)C(=N)O4)cc1 (centres undefined)
  8, 102, -0.1, 6, -8, 2, /, 0, 0.1, 0
C=CCC1NS(=O)(=O)O[C@H](CCCC)[C@@H]1O (some centres undefined)
  -1, 89, -0.1, -5, -6, 2, 7, 6, -0.1, 1
COc1ccccc1NC(=O)COC(=O)c1cc2ccccc2cc1O
  5, 97, 17*, -5, -5, -14, 5, 2, -0.2, 1
CCOc1cccc2cc(-c3csc(NC(=O)CCC(=O)NCCN4CCCCC4C)n3)c(=O)oc12 (centres undefined)
  6, 100, -1.2, 3, -3, 7, -1, 5, -0.2, -8
O=[N+]([O-])c1ccc(OCC(O)CNC2CCCC2)cc1 (centres undefined)
  2, 98, 2.5, 7, -9, 1, 2, 1, 0.0, 0
CCCn1c(=O)c2c(nc(Br)n2CCC)n(C)c1=O
  5, 91, -1.1, 6, -5, 0, -2, 0, -0.2, 2
Cc1nonc1NC(=O)CSc1ccc(-c2ccccc2)nn1
  13, 104, -0.4, 4, /, 1, 4, -4, 0.0, 1
CCOc1cc(S(=O)(=O)NCCCn2ccnc2)ccc1Cl
  -3, 100, -1.3, -4, -2, 4, -7, 1, 0.0, 1
COc1ccc(C)cc1NC(=O)C(OC(=O)C1=NNC(=O)CC1)c1ccccc1 (centres undefined)
  11, 93, -0.9, 3, -2, -6, 2, -5, 0.2, -1
C=CCn1c(=O)c2c(nc(-n3nc(C)cc3C)n2C)n(C)c1=O
  6, 99, 1.6, 3, -21, -4, 2, 4, 0.0, 3
COc1ccccc1C(=O)NC(CCSC)C(=O)OCC(=O)NC(=O)NCc1ccco1 (centres undefined)
  13, 97, 2.7, 4, -5, 1, 19, 3, -0.1, 1
COc1ccc(N(C)C(=O)c2cn(CC(C)C)c(=O)c3cc(OC)c(OC)cc23)cc1
  4, 96, -2.4, -1, -6, -4, 21, -1, 0.0, 3
O=C(C1CCCO1)N1CCN(C(=S)Nc2ccc(Br)cc2)CC1 (centres undefined)
  5, 107, -1.8, -2, -6, 2, -4, 2, 0.1, 1
CCN1/C(=C2/OC(=S)N(C)C2=O)Sc2ccccc21
  11, 101, -0.5, -10, -5, 2, -4, -2, 0.2, 0
COc1ccc2nc3c(cc2c1)c(NC(=O)CC(C)C)nn3CC(C)C
  8, 96, 7.2, 5, -1, -17, -6, -7, 0.7, ?
CCCn1c(SCC(=O)Nc2ccccc2C(=O)NC2CC2)n[nH]c1=O
  13, 102, -4.8, 1, -5, -2, -5, 3, -0.1, 2
CC(=O)Nc1cccc(C(=O)Nc2cccc3ncccc23)c1
  12, 91, -1.0, -2, -5, -1, 5, -5, -0.1, 1
Cc1ccsc1/C=C(\C#N)C(=O)Nc1c(C)n(C)n(-c2ccccc2)c1=O
  8, 103, -1.4, 0, -4, -3, 4, -2, -0.2, 1
CCOC(=O)c1c(CC(C)C)csc1NC(=O)c1ccccc1C(=O)O
  24, 100, 1.8, -2, -5, -8, 1, 0, 0.0, 1
COc1cccc(-c2sc3ccc(OC)cc3c2C#CCC(C)O)c1 (centres undefined)
  7, 101, -1.3, -5, -5, 6, 23, 0, 0.3, 2
CCOc1c(Nc2ccc(C(C)C)cc2)c(=O)c1=O
  3, 103, -3.4, -4, -21, 9, -4, 1, 0.8, 0
Cc1ccc2cc(CN(C(=O)c3ccco3)c3ccccc3)c(=O)[nH]c2c1
  2, 99, -0.1, -11, /, -3, -9, -3, 0.2, -5
